HIF-2a inh – inhibitors of HIF-2a; 786-0 RCC cells HIF-2a reporter, luciferase luminescence, overnight; inhibition, % at 18.8 µM; actives 0.72% (n = 360,000);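 active = inhibition of the luminescence signal of 40% or more relative to plate controls, in a single-dose primary screen at 18.75 µM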
KKLEB tox – counter-screen for CF NF-kB inhibitors: cytotoxicity | actives 0.36% (n = 360,000) | KKLEB CF airway cells viability, ATPlite luminescence, overnight; hits give low values; cells stimulated with P. aeruginosa culture filtrate | activity change (cytotoxicity), % at 5 µM;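 active = corrected activity change at or below -50% at 5 µM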
NR2E3 ag-1 – NR2E3 (human) agonism; Q9Y5X4; GST-NR2E3/biotin-RetCOR TR-FRET, 1536-well; inhibition of corepressor binding, % at 4.78 µM; actives 0.12% (n = 320,000); AID 2300;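 active = percent inhibition above the cutoff of mean plus 3 SD of all tested compounds, set per screening campaign, cut at about 20% in these data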;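 also: 0% = DMSO wells and 100% = biotin wells as full block of FRET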
Target sequence (Q9Y5X4 whole entry, looked up): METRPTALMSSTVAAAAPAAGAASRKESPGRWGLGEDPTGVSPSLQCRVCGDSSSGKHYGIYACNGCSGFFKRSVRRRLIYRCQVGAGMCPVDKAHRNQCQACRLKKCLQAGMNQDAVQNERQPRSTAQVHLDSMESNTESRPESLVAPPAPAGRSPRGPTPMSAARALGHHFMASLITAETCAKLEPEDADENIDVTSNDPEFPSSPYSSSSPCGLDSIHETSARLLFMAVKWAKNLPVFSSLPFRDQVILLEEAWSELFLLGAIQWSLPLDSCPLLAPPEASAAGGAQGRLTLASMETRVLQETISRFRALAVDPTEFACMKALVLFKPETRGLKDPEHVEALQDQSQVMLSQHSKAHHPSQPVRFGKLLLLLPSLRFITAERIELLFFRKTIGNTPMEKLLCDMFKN
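Test system – NR2E3–RetCOR corepressor complex · Quantity – NR2E3 fusion 1.35 nM · Buffer or medium – Tris pH 7.5 · Incubation – Compound–protein incubation for 5 h at 4 °C · Technique – TR-FRET, Eu(K)-anti-GST donor, streptavidin-D2 acceptor, ex 340, em 617/671 nm · Evaluation – percent inhibition of 671/617 nm emission ratio versus biotin and DMSO controls · Plate – 1536-well format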
CF NFkB inh – blocks PAF-induced NF-kB reporter in cystic fibrosis cells; KKLEB NF-kB-GFP reporter, GFP fluorescence overnight; inhibition, % at 5 µM; actives 0.86% (n = 360,000);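 active = at least 50% inhibition at 5 µM, scaled per plate between neutral and stimulator controls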;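 also: PAF is a Pseudomonas aeruginosa culture filtrate used as stimulus; plate controls were PAF-stimulated DMSO wells for no effect and unstimulated DMSO wells for full effect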
TRPM1 prom inh – inhibitors of MITF-driven TRPM1 promoter in melanoma cells; actives 0.83% (n = 330,000); inhibition, % at 12.5 µM; AID 488899; SK-MEL-5 TRPM1 promoter luciferase, 24 h;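 active = mean inhibition across replicates of 60% or more, whatever share of single replicates reaches that level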; also: values of inactives mirror those of a sister screen read the other way
NR2E3 ag-2 – agonists of human NR2E3 nuclear receptor. Q9Y5X4. CHO-S Gal4-NCOR/VP16-NR2E3 two-hybrid, luciferase. inhibition of corepressor binding, % at 3.98 µM. actives 0.35% (n = 360,000). AID 602229;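 active = inhibition above the mean of all tested compounds plus 3 SD, cut at about 70% in these data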;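 also: 0% = DMSO with NR2E3 transfected cells and 100% = cells lacking NR2E3 construct; higher means lower luciferase signal from less NR2E3 corepressor binding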
LMP1 NFkB inh – reduces LMP1-driven NF-kappaB luciferase signal | AID 504558 | inhibition, % at 12.5 µM | LMP1-induced NF-kappaB luciferase reporter cells, luminescence | actives 0.69% (n = 350,000); in the data active = inhibition above about 41%;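 also: 0% = neutral control wells and 100% = reference inhibitor control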
C8 TRAIL sens – caspase-8 TRAIL sensitization; inhibition (viability loss, TRAIL sensitization), % at 10 µM; AID 624354; NB7+C8 cells + TRAIL, ATPlite viability luminescence; actives 1% (n = 360,000);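 active = compounds causing at least 50% loss of cell viability in the single-dose screen, relative to plate controls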
iPSC survival up – increases survival of single human iPS cells; actives 0.044% (n = 360,000); AID 602274; survival enhancement, % at 20 µM; hiPSC single-cell survival, ATPlite luminescence; 100% = ROCK inhibitor wells, 0% = DMSO; in the data active = survival enhancement above about 18%;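 also: cells exposed to compounds for 16 hours before the ATP read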
Shn3 inh set2 – reduces Shn3 3'UTR luciferase signal in osteoblasts; Clone20 osteoblast Shn3 3'UTR firefly luciferase, 24 h; inhibition, % at 12.5 µM; actives 0.52% (n = 360,000);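 active = mean inhibition of at least 75% with every replicate also reaching 75%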;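 also: 0% = median of neutral control wells and 100% = pilot-screen positive control compound; some compounds past the cut are filed as inactive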
Peg3 promoter – reduces Peg3 promoter-driven luciferase expression in HeLa; HeLa PEG-Prom luciferase reporter, luminescence, overnight; inhibition, % at 20 µM; AID 588405; actives 1.7% (n = 360,000);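 active = inhibition of at least 50% at 20 µM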
An asterisk follows results filed as active; . = not tested or not shown. Not all compounds are listed. The share of hits here may be higher or lower than overall.

SMILES	HIF-2a inh	KKLEB tox	NR2E3 ag-1	CF NFkB inh	TRPM1 prom inh	NR2E3 ag-2	LMP1 NFkB inh	C8 TRAIL sens	iPSC survival up	Shn3 inh set2	Peg3 promoter
C#CCOCCOCCOCCNc1nc(N2CCN(C(=O)[C@H](CCC(=O)O)n3cc(CN)nn3)CC2)nc(N2CCN(C(=O)[C@H](CCC(=O)O)n3cc([C@@H](N)[C@H](C)CC)nn3)CC2)n1	-4	14	.	2	2	-19	-7	-12	0.1	-27	-6
Cc1cccc(NC(=O)CCSc2nncn2C)c1	-1	-4	-6	32	-10	-16	2	6	1.7	15	-1
COC(=O)C1=C(N)Oc2cc(C)n(CCN3CCOCC3)c(=O)c2C1c1cccnc1 (centres undefined)	6	-1	-1	-4	2	-4	0	-11	-1.5	18	5
COc1cccc(C(O)C2OC(=O)c3ccccc32)c1OC (centres undefined)	19	19	1	-7	.	0	.	-1	0.5	7	0
CC(C)N(CC(N)=O)c1ncnc2sc(-c3ccccc3)cc12	-9	-9	1	-21	11	-31	-5	6	0.0	0	-1
CC1CCCN(S(=O)(=O)c2ccc(C(=O)Nc3nnc(-c4ccccc4Cl)o3)cc2)C1 (centres undefined)	5	-13	4	4	23	-28	37	18	-1.6	60	40
O=C(NN1C(=O)C2C3C=CC(C4CC34)C2C1=O)c1ccc(Cl)c(Cl)c1 (centres undefined)	18	4	2	-8	15	8	-1	-4	-2.0	-13	-2
CC1=C(C#N)C(c2ccc(O)cc2)C2=C(CCCC2=O)N1 (centres undefined)	-106	-1	7	6	-20	-33	4	1	2.5	-12	-94
O=C(COc1ccc2ccc(=O)oc2c1)NC1CCCC1	-4	2	-5	-41	-1	18	0	4	-0.6	-11	4
COc1ccc(NC(=O)C(C)N2c3cccc4cccc(c34)S2(=O)=O)cc1OC (centres undefined)	3	-10	1	-11	24	63	16	5	-1.6	76	19
Cc1cc(NC(=O)CCC(=O)N(c2ccc(F)cc2)C2(C(=O)NC3CCCCC3)CCCC2)no1	19	7	0	10	-1	-5	1	-5	-1.6	8	16
C/C(=N/N=C1/NC(=O)CC(C(=O)O)S1)c1ccccc1 (centres undefined)	12	-2	-1	9	7	8	5	1	-0.9	-10	-13
O=C(O)CCC(=O)NNC(=O)CCC1CCCCC1	14	8	-1	1	14	6	-11	-2	1.3	2	0
COc1ccccc1NC(=O)c1cnc(Nc2ccccc2OC)c2ccccc12	-16	-6	1	32	7	-45	4	14	1.7	-12	9
O=C(C1=C[C@H](C2CCCCC2)C[C@H](OCc2ccc(CO)cc2)O1)N1CCN(Cc2ccc3c(c2)OCO3)CC1	-10	6	1	-38	3	0	-2	19	0.1	13	-15
CC(=O)c1ccc(N=C2SCCCN2C(=O)C2CCCC2)cc1	-6	13	1	2	0	-23	-8	-20	0.1	3	-1
NC(=O)COc1c(-c2ccccc2)oc2ccccc2c1=O	20	13	0	-4	5	-28	-13	-1	0.0	4	18
COC(=O)[C@@H]1C[C@@H]2CC[C@@H](O)C[C@@H]2N1Cc1ccc(C(F)(F)F)cc1	6	-4	0	26	6	15	5	3	0.0	-8	6
N=c1n(CCO)c2ccccc2n1CCOc1ccc(Cl)cc1Cl	-1	-24	2	14	4	-19	-57	12	0.8	12	103*
CN(c1ccccc1C(=O)Nc1ccc(S(=O)(=O)N2CCCCC2)cc1)S(C)(=O)=O	11	17	2	-3	11	9	4	2	-3.3	-5	23
CC(C)C[C@H]1CNC(=O)C(=O)N1CC1CCN(CCC(C)(C)C)CC1	1	-7	.	9	7	3	-1	-3	0.5	-11	-1
CCc1cccc(C)c1N=Cc1c(O)c2ccccc2oc1=O	2	-6	1	16	6	3	-2	-2	-0.1	-11	-3
COC(=O)C(CC(C(=O)OC)C(=O)OC)C(=O)OC	10	3	4	-3	1	-17	-1	-9	4.4	-1	12
Cc1c(CCC(=O)N[C@@H](C)C(=O)O)c(=O)oc2c(C)c3oc4c(c3cc12)CCCC4	50*	2	-2	-3	14	-8	0	15	-0.1	20	-36
CCOc1cc(N2CCOCC2)c(OCC)cc1NC(=O)c1ccc(S(=O)(=O)N(C)C)cc1	5	-7	-2	1	9	-43	1	-18	-0.9	.	16
C=CCn1c(SCC(=O)N2CCN(C(=O)OCC)CC2)nc2c([nH]c3ccccc32)c1=O	35	-1	.	-7	.	3	-3	-1	-1.8	23	46
O=C(Nc1ccccn1)c1cccc(S(=O)(=O)N2CCCc3ccccc32)c1	5	-44	3	-24	14	-11	5	2	-1.8	12	0
O=c1c2ccccc2[nH]c2ccc(O)cc12	-33	6	-6	-53	-10	-18	11	-9	-0.3	11	-43
CC1(NC(=O)Cc2ccc(Cl)c(Cl)c2)CCS(=O)(=O)C1 (centres undefined)	3	-1	1	14	-13	-14	0	-10	2.4	15	11
Cc1ccccc1OCCCC(=O)Nc1ccc(Br)cc1	-68	13	5	5	-14	18	-15	-13	-2.1	-10	-50

Grouped by structure, the compounds so far containing an aryl thioether with sulfur outside any ring
SMILES	HIF-2a inh	KKLEB tox	NR2E3 ag-1	CF NFkB inh	TRPM1 prom inh	NR2E3 ag-2	LMP1 NFkB inh	C8 TRAIL sens	iPSC survival up	Shn3 inh set2	Peg3 promoter
Cc1cccc(NC(=O)CCSc2nncn2C)c1	-1	-4	-6	32	-10	-16	2	6	1.7	15	-1
C=CCn1c(SCC(=O)N2CCN(C(=O)OCC)CC2)nc2c([nH]c3ccccc32)c1=O	35	-1	.	-7	.	3	-3	-1	-1.8	23	46

Following part:
SMILES	HIF-2a inh	KKLEB tox	NR2E3 ag-1	CF NFkB inh	TRPM1 prom inh	NR2E3 ag-2	LMP1 NFkB inh	C8 TRAIL sens	iPSC survival up	Shn3 inh set2	Peg3 promoter
COc1ccccc1N1CCN(Cc2cn[nH]c2-c2ccc(F)cc2)CC1	17	1	-3	3	-2	2	-4	-11	-0.6	11	14
CC(=O)C(C)Oc1ccc2c3c(c(=O)oc2c1)CCCCC3 (centres undefined)	-188	-9	-2	4	-86	-52	-25	24	-2.5	-3	-265
O=C(Cn1ccc(=O)[nH]c1=O)Nc1nccs1	8	11	.	-12	.	-24	-2	-12	3.9	-14	-16
COCCCN(CC(=O)O)S(=O)(=O)c1ccccc1	11	16	4	1	2	-3	1	2	0.1	-4	9
C=CCOc1ccc(C=Nc2ccc(C)c(Cl)c2)c(O)c1	9	-4	1	1	-2	1	0	1	0.2	1	3
CN1CCN(c2ccc(Cl)cc2NC(=O)/C=C/c2cccc(F)c2)CC1	5	-16	1	18	6	-16	-7	7	-3.5	6	33
CC1Oc2ccccc2N(CC(=O)NC2CCCC2)C1=O (centres undefined)	9	-1	0	-8	0	2	-20	-10	-0.5	-5	-4
CN(C)CCCN=c1cc(-c2ccccc2)oc2ccc(Cl)cc12	-251	-4	.	-20	-78	-73	-35	3	0.3	-47	100*
COC(=O)c1cc(/C=C/c2ccccc2)on1	20	-7	0	21	-3	-4	-11	3	4.7	-1	9
O=C(NCC(c1cccnc1)N1CCN(c2ccccc2)CC1)C1CCCCC1 (centres undefined)	-14	-4	3	10	-5	-12	2	4	-2.9	5	-57
O=C(N/N=C/c1c[nH]c2ccccc12)c1ccc([N+](=O)[O-])cc1Cl	-34	3	2	-14	21	-8	-2	15	-0.1	-1	-25
O=C(COC(=O)C1CC(=O)N(Cc2ccco2)C1)c1ccc(OC(=O)c2ccccc2)cc1 (centres undefined)	-16	2	2	-1	-3	4	-10	-4	5.3	-114	-25
COc1ccccc1C(=O)NCC(=O)N1CC=C(c2ccccc2)CC1	-47	-13	6	3	-8	-1	14	10	0.2	3	-38
CCOc1ccc2oc(C(=O)Nc3ccc4c(c3)OCO4)c(C)c2c1	-332	-14	-2	1	-74	-270	-16	24	-0.4	-23	-359
CCOC(=O)c1cc(-c2cccnc2)nn1-c1ccccc1	3	-14	2	11	1	21	7	-3	-3.9	-26	6
O=C(NCc1ccccc1)C(=O)NCC1OCCN1C(=O)c1cccs1 (centres undefined)	17	10	-3	-7	0	6	-1	0	2.7	6	1
CCOc1ccc(C(CC(=O)O)NC(=O)Cc2ccc(Cl)cc2)cc1 (centres undefined)	19	-15	-2	3	-7	8	-7	-9	0.2	-2	12
NC(=O)c1ccccc1NC(=O)c1cccc(C(=O)Nc2ccccc2C(N)=O)n1	-3	-6	0	-18	.	-26	.	14	1.4	21	38
CC12CC3CC(C)(C1)CC(CN)(C3)C2	6	-7	1	-5	-14	-32	10	8	2.5	-3	-10
Nc1c(C(=O)Nc2ccc3c(c2)OCCO3)nnn1Cc1cccc(Cl)c1	-282	-12	-2	9	-100	38	-45	24	-0.5	-36	-225
COc1ccc(OC)c(N(CC(=O)N2CCCC2)S(=O)(=O)c2ccccc2)c1	10	-6	3	-14	6	10	1	-5	-0.3	2	11
CCOC(=O)CSc1nnc(NC(=O)CN2CCCCC2)s1	15	19	1	0	4	-12	35	3	0.4	-2	2
O=C(O)CC(c1ccc(Cl)cc1)n1cccc1 (centres undefined)	7	5	3	5	4	-24	-10	1	-0.4	-4	12
O=C(CCN1C(=O)c2ccccc2S1(=O)=O)Nc1ccc(C(=O)O)cc1	5	0	-4	9	.	-13	6	7	1.9	-1	-5
CC1CC(C)CN(C(=O)C2CCN(S(=O)(=O)c3c(Cl)cccc3Cl)CC2)C1 (centres undefined)	6	-3	-2	26	6	12	-1	-4	-0.4	11	-6
Cc1sc2ncnc(N3CCC(C(=O)NNC(=O)c4ccc(F)cc4)CC3)c2c1C	-3	-2	-6	25	6	-40	3	-2	-0.4	52	10
COc1ccc(N2C(=O)S[C@@H]3CS(=O)(=O)C[C@@H]32)cc1	14	10	-1	-1	-7	-2	0	-7	0.5	-17	10
COc1ccc(NC(=O)Cn2nnc(C(=O)NCc3cccs3)c2N)cc1Cl	13	0	1	4	5	-16	0	22	-0.7	-5	15
O=C(CCN1C(=O)COc2ccccc21)NCCCN1CCN(c2ccc(F)cc2)CC1	10	-8	0	10	9	-3	3	-7	0.7	13	-1
CN(CC(=O)Nc1ccccc1C(F)(F)F)C(=O)CC1OC(=O)c2ccccc21 (centres undefined)	8	13	-1	-2	15	3	3	-12	0.8	8	5
Cc1cc(C)n2c(SCC(O)=C(C#N)c3nc4ccccc4[nH]3)nnc2n1	6	-6	.	10	-1	-3	2	-12	0.1	1	6
COc1ccc(C(=O)Nc2ccc(OCc3ccccc3)cc2)cc1[N+](=O)[O-]	-4	0	0	9	-1	-14	15	20	-2.2	13	16
CC(=O)Oc1ccc(-c2nc3ccccc3c(=O)o2)cc1	23	12	2	1	6	-18	-3	-6	-0.1	5	77*

Pulled by compound from the entries so far:
SMILES	HIF-2a inh	KKLEB tox	NR2E3 ag-1	CF NFkB inh	TRPM1 prom inh	NR2E3 ag-2	LMP1 NFkB inh	C8 TRAIL sens	iPSC survival up	Shn3 inh set2	Peg3 promoter
CCOC(=O)CSc1nnc(NC(=O)CN2CCCCC2)s1	15	19	1	0	4	-12	35	3	0.4	-2	2
COc1ccc(NC(=O)Cn2nnc(C(=O)NCc3cccs3)c2N)cc1Cl	13	0	1	4	5	-16	0	22	-0.7	-5	15

Screens: PubChem, several laboratories
